Compound activity deposited in PubChem BioAssay by several laboratories.
Rin1-Abl PPI inh – inhibitors of Rin1-Abl protein binding, primary screen, biochemical, TR-FRET; Tyrosine-protein kinase ABL1 (Homo sapiens) + Ras and Rab interactor 1 (Homo sapiens), …; inhibition, % at 7.35 µM; hit rate 0.4% among 360,000; AID 588664, 2011; in the data active = inhibition above about 5%, passing the limit was not always enough
MsrA inh – bovine MsrA enzyme inhibitors, primary screen, biochemical, absorbance, HTS | Methionine sulfoxide reductase A (Bos taurus) | purified bovine MsrA, absorbance read-out | inhibition, % at 15.5 µM | hit rate 0.75% among 360,000; in the data active = inhibition above about 4.5%;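 also: 0% = vehicle wells with enzyme and 100% = reference inhibitor wells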
MLLE-PAM2 inh – inhibitors of PABP1 MLLE–PAM2 peptide binding, primary screen, biochemical, fluorescence polarization, FITC-PAM2, GST-MLLE. hit rate 0.36% among 360,000. Polyadenylate-binding protein 1 (Homo sapiens), P11940. AID 588489, 2011. inhibition, % at 20 µM; in the data active = inhibition above about 35%, passing the limit was not always enough;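 also: plate controls were DMSO wells with GST-MLLE for no effect and wells lacking GST-MLLE protein for full effect; some results filed as inactive read as strong as hits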
CSN inh – inhibitors of CSN-mediated cullin deneddylation, primary screen, biochemical, fluorescence polarization, uHTS; hit rate 0.38% among 360,000; inhibition, % at 12.5 µM; Purified CSN, SCF-Nedd8-OG deneddylation; COP9 signalosome complex subunit 5 (Homo sapiens), Q92905; AID 651999, 2013;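 active = pattern-corrected inhibition above about 35%, with an unprinted fluorescence ratio check between 0.5 and 1.5, limit read from the data, passing the limit was not always enough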;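 also: 0% = enzyme with substrate and 100% = substrate without enzyme; some results filed as inactive read as strong as hits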
Target sequence (Q92905 whole entry, looked up, one chain of several): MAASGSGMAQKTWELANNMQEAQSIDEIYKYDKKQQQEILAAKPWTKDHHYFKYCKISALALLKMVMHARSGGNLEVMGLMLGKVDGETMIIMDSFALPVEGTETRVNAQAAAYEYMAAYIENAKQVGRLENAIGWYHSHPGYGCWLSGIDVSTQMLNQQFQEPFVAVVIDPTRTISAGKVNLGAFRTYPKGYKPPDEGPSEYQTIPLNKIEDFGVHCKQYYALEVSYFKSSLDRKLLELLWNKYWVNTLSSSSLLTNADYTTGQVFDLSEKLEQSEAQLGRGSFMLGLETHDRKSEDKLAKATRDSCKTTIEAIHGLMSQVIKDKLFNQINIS
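assay system = purified human Csn5 enzyme expressed in HEK293T cells | amount = 0.24 nM enzyme | buffer or medium = Tris/NaCl/DTT buffer, pH 7.5 | reagent = 10 nM SCFSkp2-Nedd8OG | compound = one concentration, 12.5 µM, 0.25% DMSO | times = 90 min reaction at room temperature | signal = FP | read-out basis = % inhibition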
FAS TE block – FAS thioesterase domain inhibitors, primary screen, biochemical, fluorescence intensity, uHTS. Fatty acid synthase (Homo sapiens), P49327. recombinant FAS-TE, OMFH fluorogenic substrate, fluorescence endpoint. inhibition, % at 15 µM. hit rate 0.67% among 360,000;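 active = compounds whose normalised, plate-corrected inhibition of enzyme fluorescence in the single-dose primary screen is 50% or more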;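 also: 0% = DMSO with enzyme and 100% = substrate without enzyme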
TbMetRS inhib – T. brucei MetRS inhibitors, primary screen, biochemical, luminescence; methionyl-tRNA synthetase (Trypanosoma brucei brucei); purified T. brucei MetRS, ATP depletion, Kinase-Glo luminescence; inhibition, % at 11.9 µM; hit rate 0.4% among 360,000;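 active = inhibition above a per-plate cutoff of the control wells' mean inhibition plus 3 SD, cut at about 5.5% in these data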;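 also: 0% = DMSO wells median and 100% = median of wells with control inhibitor compound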
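System: purified T. brucei MetRS enzyme / Detection: Kinase-Glo luciferase luminescence reporting remaining unconsumed ATP / Medium: HEPES buffer with MgCl2, KCl, DTT, spermine, BSA, pyrophosphatase / Replication: singlicate, one well per compound / Evaluation: percent inhibition relative to median high and low control wells / Schedule: 2 h aminoacylation at 25 °C after 15 min preincubation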
MsrA act – bovine MsrA enzyme activators, primary screen, biochemical, absorbance, HTS. Methionine sulfoxide reductase A (Bos taurus). purified bovine MsrA, absorbance read-out. activation, % at 10.6 µM. hit rate 0.3% among 360,000. AID 602163, 2012; in the data active = activation above about 7.5%;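 also: 0% = vehicle and 100% = reference activator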
Neddyl block – inhibitors of cullin neddylation, primary screen, biochemical, TR-FRET, uHTS, NAE and Ubc12; calls only at 25 µM; hit rate 0.58% among 360,000; AID 651699, 2012; in the data active = inhibition above about 36%
Target sequence (P61081 whole entry, looked up): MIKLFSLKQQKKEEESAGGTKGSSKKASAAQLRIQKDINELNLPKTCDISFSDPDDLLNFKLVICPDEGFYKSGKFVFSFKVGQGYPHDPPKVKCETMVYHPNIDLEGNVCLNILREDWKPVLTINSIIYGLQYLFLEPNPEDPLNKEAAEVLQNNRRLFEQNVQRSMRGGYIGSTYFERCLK
Target sequence (Q13564 whole entry, looked up): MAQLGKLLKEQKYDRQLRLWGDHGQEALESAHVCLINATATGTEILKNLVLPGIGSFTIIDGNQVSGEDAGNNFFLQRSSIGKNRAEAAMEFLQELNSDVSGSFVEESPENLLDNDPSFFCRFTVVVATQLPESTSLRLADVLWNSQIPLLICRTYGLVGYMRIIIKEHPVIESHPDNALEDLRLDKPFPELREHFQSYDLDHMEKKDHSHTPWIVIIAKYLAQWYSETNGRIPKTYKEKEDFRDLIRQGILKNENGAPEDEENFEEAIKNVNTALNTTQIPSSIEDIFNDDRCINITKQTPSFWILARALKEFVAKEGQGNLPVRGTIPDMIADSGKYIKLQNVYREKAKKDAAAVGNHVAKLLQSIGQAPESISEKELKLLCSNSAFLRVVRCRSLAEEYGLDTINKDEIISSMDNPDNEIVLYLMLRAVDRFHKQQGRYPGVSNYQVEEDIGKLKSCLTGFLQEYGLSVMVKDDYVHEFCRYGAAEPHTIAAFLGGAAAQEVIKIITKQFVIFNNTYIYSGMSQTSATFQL
eLon inh – inhibitors of E. coli Lon protease, primary screen, biochemical, fluorescence polarization; inhibition, % at 7.94 µM; hit rate 0.42% among 360,000; purified E. coli Lon protease; in the data active = inhibition above about 13%, passing the limit was not always enough;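 also: 0% = enzyme with probe and DMSO and 100% = no enzyme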
An asterisk follows results filed as active; i = inactive; nt = no result given; + = active, no number.

SMILES	Rin1-Abl PPI inh	MsrA inh	MLLE-PAM2 inh	CSN inh	FAS TE block	TbMetRS inhib	MsrA act	Neddyl block	eLon inh
CCOC(=O)C1CCN(CC(O)COc2ccc(S(=O)(=O)N3CCCC3)cc2[N+](=O)[O-])CC1 (centres undefined)	1	0.0	-7	4	-4	-0.5	0	i	5
CS(=O)(=O)N(CC(=O)Nc1ccc2c(c1)OCO2)c1ccc(Cl)cc1	4	1.1	2	1	5	1.9	-2	i	-8
CCc1nnc(NC(=O)C2CC(=O)N(c3ccc(C)cc3)C2)s1 (centres undefined)	0	0.8	-5	7	-9	-1.6	-15	i	-7
CCOC(=O)/C=C/C(=O)Nc1ccc(S(=O)(=O)Nc2cc(OC)nc(OC)n2)cc1	2	0.4	-6	4	-9	-0.1	-3	i	-8
COc1ccc(/C=C2\SC(=N)N(c3ccc(F)cc3)C2=O)cc1	-2	-0.7	-3	-2	0	0.1	1	i	6
COc1cc(/C=C/C(=O)OC(C)C(=O)Nc2c(C)n(C)n(-c3ccccc3)c2=O)ccc1O (centres undefined)	-1	5.9*	-7	2	-6	-0.5	-7	i	-4
COc1cccc(/C=C/C(=O)OCC(=O)c2c[nH]c3ccccc23)c1	-1	0.3	-15	-1	8	2.1	-1	i	0
C=CCN=C1SC(CC)C(=O)N1S(=O)(=O)c1ccc(C)cc1 (centres undefined)	-2	0.1	12	2	2	-1.3	-5	i	-2
NS(=O)(=O)c1ccc(CNC(=O)c2ccc(Cl)c([N+](=O)[O-])c2)cc1	-4	1.7	-5	-2	9	3.8	-1	i	2
C=CCN1C(=O)/C(=C\c2ccc(Cl)cc2)N=C1SCC(=O)NCCC	2	-0.1	17	-3	-3	-0.9	-1	i	-9
CC1CCN(CCCCOc2ccccc2F)CC1	-1	-0.3	-9	-3	-6	-0.6	-5	i	-1
CC(=O)c1oc2ccccc2c1NC(=O)COC(=O)c1ccc(-n2nc(C)cc2C)cc1	-2	1.1	-12	2	-4	-0.3	-2	i	-7
Cc1onc(-c2ccccc2Cl)c1C(=O)NCc1cccnc1	-1	0.3	-3	-5	-8	-1.4	-9	i	-7
Cc1ccc(-c2nn(-c3ccccc3)cc2/C=C(\C#N)c2cccc(C#N)c2)o1	-5	nt	29	3	21	-0.1	-4	+	-5
Cc1cc(-c2ccccc2)[nH]c(=O)c1S(=O)(=O)c1ccc(Cl)cc1	4	-0.5	-5	-5	-6	-0.3	-2	i	-2
CC1Cc2ccccc2N1Cc1nc2cc(C(F)(F)F)ccc2c(=O)[nH]1 (centres undefined)	-3	0.1	-7	7	-14	-0.5	-1	i	3
CN(Cc1ccccc1F)C(=O)CNC(=O)Cc1cccc2ccccc12	4	0.6	3	-8	-2	-0.1	-2	i	-1
O=C(Nc1cccnc1)C1Cc2c(-c3ccc4c(c3)OCO4)ccnc2O1 (centres undefined)	-4	-0.5	-5	0	-6	-0.3	-3	nt	9
COc1ccc(/C=C2\SC(=S)N(CCC(=O)Nc3cccc(C(=O)O)c3)C2=O)cc1OC	4	-1.0	-3	11	-7	-0.4	-3	i	2
CCn1c(=O)c([N+](=O)[O-])c(N2CCSCC2)c2ccccc21	3	2.0	10	3	15	1.4	-2	i	1
Cc1ccc(-c2nnn(CC(=O)N(Cc3cccs3)C(C(=O)NC3CCCC3)c3ccco3)n2)o1 (centres undefined)	-5	-0.4	6	5	-6	-1.4	-13	i	-19
CCc1cccc(CC)c1N(COC)C(=O)Cn1c(C(C)O)nc2ccccc21 (centres undefined)	2	-0.2	-8	2	-6	-0.6	-1	i	-1
O=C(O)C1=C[C@@H](c2ccccc2)C[C@@H](OCc2ccc(CO)cc2)O1	1	-1.0	0	-3	-11	-0.3	-1	i	-8
Cc1ccc(C)c(C(C)NC(=O)c2ccc(Br)o2)c1 (centres undefined)	0	0.3	10	-5	0	-1.2	-10	i	-4
O=C(NCCS(=O)(=O)N1CCN(c2cccc(Cl)c2)CC1)C1CC1	1	-1.1	-2	0	-1	0.4	-3	i	6
Other structures follow.
SMILES	Rin1-Abl PPI inh	MsrA inh	MLLE-PAM2 inh	CSN inh	FAS TE block	TbMetRS inhib	MsrA act	Neddyl block	eLon inh
COc1ccc(CCNc2ncnc3sccc23)cc1OC	4	-0.5	-13	-1	-4	0.1	-1	i	-5
COC(=O)c1sccc1NC(=O)Nc1cccc(C)c1C	-3	-0.4	-1	10	5	-0.2	-1	i	-5
Cc1ccccc1OCC(=O)NC(=S)Nc1ccc(N2CCCC2)cc1	2	0.3	-4	5	-12	-0.2	-4	i	1
CCSc1nnc(Cc2cc(=O)[nH]c(=O)[nH]2)n1-c1ccc(Cl)cc1	-5	0.2	3	7	-6	-0.1	-2	i	13
CC(=O)c1c(Nc2ccc3c(c2)OCCO3)oc(C)cc1=O	0	0.3	-9	-2	-3	0.1	1	i	-3
CC(C)Cc1nc2ccc(N)cc2[nH]1	1	-0.6	-21	4	-3	-0.1	1	i	-5
CC12CCC(=O)N1C(C(=O)NNC(=O)c1ccc(Br)cc1)CS2 (centres undefined)	1	0.9	-1	-1	-1	-0.3	-6	i	-6
CCOc1cc(OCC)cc(C(=O)N2CCC[C@H]2C(=O)N2CCC[C@H]2C(=O)NCc2ccc(F)cc2F)c1	nt	-1.2	nt	-4	-12	-0.3	-1	i	-5
O=S(=O)(Cc1ccccc1)N1CCN(Cc2ccc3c(c2)OCO3)CC1	-1	-0.2	-2	2	0	-1.1	-10	i	6
O=C(Cn1cnc2c(nnn2Cc2ccc(F)cc2)c1=O)NCc1ccc2c(c1)OCO2	0	-1.0	1	2	-1	0.1	-8	i	-2
CCc1nc2ccccc2c(NC(=O)CN2CCC(C)CC2)c1C	1	0.9	3	2	-8	-0.7	-3	i	8
CCOC(=O)C1=C(C)Nc2nc(SCc3cccnc3)nn2C1c1ccc(OC)cc1 (centres undefined)	0	0.8	-12	1	-1	-0.3	-3	i	3
Cc1ccc(CNC(=O)CCS(=O)(=O)c2ccc3c(c2)NC(=O)CO3)cc1	2	-0.3	-7	-1	-6	-0.7	-3	i	-1
Cc1cn([C@H]2C[C@H](O)[C@@H](COS(=O)(=O)O)O2)c(=O)[nH]c1=O	6	0.6	3	0	-4	-0.4	-8	i	10
CC(C)N(C(=O)Cn1c(SCC(=O)Nc2nccs2)nc2ccccc21)C(C)C	2	0.1	-2	-1	-8	0.0	1	i	-1
COc1ccc(OC)c(NC(=O)CSc2ncccn2)c1	2	0.7	-72	2	-9	-1.3	-4	i	-3
Cc1ccc(NC(=O)CN(C)CC(=O)Nc2ccc3c(c2)OCO3)cc1	2	0.3	-11	4	3	0.2	-3	i	-4
O=C(CNC(=O)c1ccco1)Nc1ccc(Br)cc1	2	0.1	3	-2	-2	0.6	-1	i	-4
O=C(COC(=O)/C=C/c1cccs1)Nc1nc(-c2cccc(Br)c2)cs1	4	1.9	-19	-1	29	-0.7	-5	i	-10
CCN(CC(=O)Nc1c(F)cccc1F)C(=O)C1CCN(C(=O)c2ccc(F)cc2)CC1	-9	0.1	9	1	-4	-0.2	-3	i	-3
O=C(O)c1ccc(S(=O)(=O)Nc2cccc(CP(=O)(c3ccccc3)c3ccccc3)c2)cc1	-1	-0.3	12	6	-2	-0.1	-4	i	4
COc1ccc(CNC(=O)c2ccc[nH]2)cc1Cl	2	0.0	3	4	0	-0.1	-1	i	1
O=C(COc1ccc(Cl)cc1)Nc1ccc2oc(-c3ccncc3)nc2c1	-1	0.3	-8	-3	-1	-0.6	-2	nt	-9
CC(=O)C1=C(O)C(=O)N(c2ccc(O)cc2)C1c1ccc(F)cc1 (centres undefined)	-1	2.3	17	-4	-3	-0.8	-2	i	1
NS(=O)(=O)c1cccc(NC(=O)COC(=O)c2ccc(S(=O)(=O)N3CCOCC3)cc2)c1	0	-0.6	-15	-5	-7	0.1	-3	i	2
More records follow:
SMILES	Rin1-Abl PPI inh	MsrA inh	MLLE-PAM2 inh	CSN inh	FAS TE block	TbMetRS inhib	MsrA act	Neddyl block	eLon inh
CCCN1C2CCCC1CC(NC(=O)c1cccc(OC)c1)C2 (centres undefined)	-1	-0.6	9	-1	-5	-0.5	-4	i	-6
Cc1cc(OC(F)F)ccc1NC(=O)Nc1ccc2c(c1)OCO2	0	0.9	-8	3	-11	-0.5	-3	i	7
Cc1cc(C)n(-c2ccc(-n3ccnc3)nn2)n1	-1	-0.5	8	2	-6	-0.2	-1	i	-5
NC(=O)c1ccccc1O	-2	2.3	9	-5	-2	-0.7	-2	i	5
CC(=O)Nc1ccc(OCc2nnc(-c3ccccc3)o2)cc1	0	0.3	6	-2	-4	0.3	-2	i	0
N#CC1=C(N)C(C#N)(C#N)C2(C(=O)Nc3ccccc32)C2CCCC=C12 (centres undefined)	4	0.5	1	3	2	-0.1	-4	i	-10
COc1ccc(/C=N/NC(=O)c2cccc([N+](=O)[O-])c2)c2ccccc12	2	0.7	-8	-6	5	-1.2	0	i	-4
CC/C(=N\NC(=O)C1CCCC1)c1cccc(Br)c1	4	0.4	1	2	2	-0.2	-3	i	-9
O=C1CC(C(=O)Nc2ccc(Cl)cc2[N+](=O)[O-])C2(CCCCC2)O1 (centres undefined)	0	-0.5	5	-3	-3	0.5	1	i	-3
CCOC(=O)CNC(=O)C1c2cc(OC)c(OC)cc2C(=O)N(C)C1c1ccccc1F (centres undefined)	-1	-0.3	-3	1	-5	0.8	-1	i	13
O=C(CSc1ncccn1)N1CCCCCC1	-1	0.0	12	-2	-10	-0.1	-2	i	-2
CCCN1CCN(CC(=O)Nc2cc(OCC)ccc2OCC)CC1	2	-0.8	6	1	-7	0.3	-2	i	-7
CC1CCCN(CCCNC(=O)c2coc3nc4ccccc4nc23)C1 (centres undefined)	-1	0.4	-1	1	-5	-0.6	1	nt	-8
COc1ccc(NC(=O)Nc2cccc(C(=O)N3CCOCC3)c2)cc1OC	0	0.3	-7	3	-8	-2.1	-10	i	-9
CC1(C)C2CCC1(C)C(OCC[N+](C)(C)CC(=O)OC1CCCCC1)C2 (centres undefined)	-1	-2.4	-12	1	2	-0.4	-3	i	-8
O=C(CSc1nnc(Cc2cccs2)n1Cc1ccco1)Nc1cc(Cl)cc(Cl)c1	-2	0.0	-16	19	21	0.0	3	i	-4
Cc1nc(SCC(=O)N2CCN(c3ccccc3)CC2)c2oc3ccccc3c2n1	-6	0.4	-12	-3	18	-1.4	-3	i	1
Cc1ccc(N(CC(=O)N/N=C/c2cc(C)n(-c3ccccc3C)c2C)S(C)(=O)=O)cc1	4	-0.2	-2	-3	22	0.1	1	i	3

Single records, from the list above. Screens in order: Rin1-Abl PPI inh	MsrA inh	MLLE-PAM2 inh	CSN inh	FAS TE block	TbMetRS inhib	MsrA act	Neddyl block	eLon inh
CC(=O)Nc1ccc(OCc2nnc(-c3ccccc3)o2)cc1 as listed: 0	0.3	6	-2	-4	0.3	-2	i	0
CC1(C)C2CCC1(C)C(OCC[N+](C)(C)CC(=O)OC1CCCCC1)C2 (centres undefined) as listed: -1	-2.4	-12	1	2	-0.4	-3	i	-8
NC(=O)c1ccccc1O as listed: -2	2.3	9	-5	-2	-0.7	-2	i	5
